# Source: PubChem BioAssay
# AMA1 RON2 block: qHTS for Inhibitors of AMA1-RON; Towards Development of Antimalarial Drug Lead: Primary Screen. actives 0.2% (n = 360,000). AlphaScreen AMA1-biotinylated RON2 peptide binding. Potency, µM (doses to about 58.2 µM), without a hit: at the highest dose activity change, negative = inhibition, actives largely listed as inhibitors. Plasmodium falciparum AMA1 (3D7) - RON2 peptide interaction. AID 720542, 2013;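 further: potency means the concentration at half of the fitted maximal effect; 0% = vehicle wells and -100% = peptide control; nearly all actives have a fitted effect of over 45% in size; some results filed as inactive show a strong effect at the top dose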
#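 AMA1 (3D7) with his tag at 25 nM final met compounds first, then biotinylated RON2 peptide at 25 nM; detection used donor plus acceptor beads, 10 µg/mL apiece, read by AlphaScreen after 30 min at room temperature.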
# Pf growth 96h: Primary qHTS for delayed death inhibitors of the malarial parasite plastid, 96 hour incubation; P. falciparum luciferase reporter growth, 96 h; Potency, µM (doses to about 28.7 µM), without a hit: at the top dose activity change, negative = inhibition, most hits filed as inhibitors; actives 6.9% (n = 320,000); further: potency means the concentration at half of the fitted maximal effect; on the % scale 0 is the no-effect control and ±100 the full control effect
#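 Compounds incubated with erythrocytes infected by luciferase-expressing P. falciparum (2% hematocrit, 0.05% parasitemia final) for 96 hours, 37 C in 5% CO2. Growth inhibition scored as decreased luciferase luminescence.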
# Tb PYK inh: qHTS of Trypanosoma Brucei Inhibitors; pyruvate kinase (Trypanosoma brucei), Q57TT1; TbPYK enzyme, Kinase-Glo Plus ATP luminescence, 45 min; Potency, µM (series often up to 76.8 µM), for the others: at the highest dose activity, negative = inhibition, actives largely listed as inhibitors; actives 0.12% (n = 410,000); AID 624173, 2012; further: potency means the concentration at half of the fitted maximal effect; on the % scale 0 is the no-effect control and ±100 the full control effect; nearly all actives have a fitted effect of over 50% in size
#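 TbPYK + substrate in 50 mM TEA pH 7.2, 100 mM KCl, 10 mM MgCl2, 0.05% BSA, 0.01% Tween-20; cpd pinned; ADP 130 uM final; 45 min RT; Kinase-Glo Plus 10 min; luminescence endpoint.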
# Shiga toxin inh: A qHTS for Small Molecule Inhibitors of Shiga Toxin; Vero cells, Shiga toxin protein synthesis inhibition reporter; inhibition, % at 38.7 µM; actives 9.2% (n = 290,000); in the data active means inhibition mostly above about 28%, no sharp cut-off; inactive means mostly below about 43%; further: 0% is about no effect
# Cycloheximide cs: Cycloheximide Counterscreen for Small Molecule Inhibitors of Shiga Toxin | cell reporter, cycloheximide protein synthesis inhibition counterscreen | max response, % | actives 12% (n = 300,000) | AID 2314, 2010; in the data active means max response mostly above about 13%, no sharp cut-off; inactive means mostly below about 14%; further: read at 38.3 µM for the half of the compounds with a filed dose; 0% is about no effect
# Pf growth 48h: Primary qHTS for delayed death inhibitors of the malarial parasite plastid, 48 hour incubation; P. falciparum luciferase growth in erythrocytes, 48 h; Potency, µM (top dose mostly 28.7 µM), for the others: top-dose activity change, negative = inhibition, most hits filed as inhibitors; actives 5.9% (n = 310,000); further: potency means the concentration at half of the fitted maximal effect; on the % scale 0 is the no-effect control and ±100 the full control effect
#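 Luciferase-expressing P. falciparum in infected erythrocytes (2% hematocrit, 0.1% parasitemia final) in RPMI 1640/0.5% Albumax were exposed to compound for 48 hours at 37 C, 5% CO2; growth read as luminescence.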
# LmPK inhibitor: qHTS Assay for Inhibitors of Leishmania Mexicana Pyruvate Kinase (LmPK); Q27686; Potency, µM (series often up to 57.5 µM), inactives show at the highest dose activity change, negative = inhibition, hits mostly inhibitors; AID 1721, 2009; actives 0.37% (n = 290,000); purified LmPK, Kinase-Glo ATP luminescence, 1 h; further: potency means the concentration at half of the fitted maximal effect; on the % scale 0 is the no-effect control and ±100 the full control effect
# Target sequence (Q27686 whole entry, looked up): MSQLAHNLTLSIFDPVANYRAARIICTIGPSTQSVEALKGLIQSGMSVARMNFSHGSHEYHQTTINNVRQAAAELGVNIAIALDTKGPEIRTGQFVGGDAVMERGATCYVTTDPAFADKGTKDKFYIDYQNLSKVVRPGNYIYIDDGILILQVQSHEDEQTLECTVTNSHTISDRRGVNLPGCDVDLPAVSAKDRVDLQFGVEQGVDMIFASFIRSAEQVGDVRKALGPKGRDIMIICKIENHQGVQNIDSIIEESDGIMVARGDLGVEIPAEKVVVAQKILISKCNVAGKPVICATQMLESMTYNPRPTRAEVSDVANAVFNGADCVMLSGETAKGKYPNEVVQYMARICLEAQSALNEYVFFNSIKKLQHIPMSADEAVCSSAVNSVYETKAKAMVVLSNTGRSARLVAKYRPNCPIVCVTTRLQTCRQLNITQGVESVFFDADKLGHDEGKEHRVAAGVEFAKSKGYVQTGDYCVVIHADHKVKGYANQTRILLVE
#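 Pyruvate kinase activity monitored as ATP production (luciferase luminescence). Conditions: 0.1 nM enzyme, 0.5 mM PEP, 0.1 mM ADP, 1 h, RT; normalized against uninhibited and no-enzyme wells.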
# The depositor's hits bear a star; ? = inconclusive; / = not tested or not shown; & = joins results of further samples; [ ] = another dose, or the depositor's remark. Unless noted, the call rests on the fitted dose curve; in most records, active means well fitted curve in the direction sought with a large enough effect; inconclusive means small, poorly fitted or top-dose-only effect, or another doubt; inactive means no such curve, though single readings can be large; an effect the other way counts as inactive or inconclusive.
SMILES,AMA1 RON2 block,Pf growth 96h,Tb PYK inh,Shiga toxin inh,Cycloheximide cs,Pf growth 48h,LmPK inhibitor
COc1ccc(N(C)C(=O)C2CCN(S(=O)(=O)c3cccc4nonc34)CC2)c(OC)c1,0%,9.3µM*,-6%,-5,-4,?,-2%
Cc1ccc(-c2nc(CS(=O)CC(=O)N3CCN(c4ccc(F)cc4)CC3)c(C)o2)cc1 (centres undefined),-2%,?,-1%&0%,-2,-3,4%,-1%
CN(Cc1nccn1C)C(=O)c1ccc2nc(Cc3ccccc3F)oc2c1,4%,?,-12%,69*,55*,2%,-4%
CC1CC(Nc2ccccc2)c2ccccc2N1C(=O)c1cccnc1 (centres undefined),-9%,5%,3%,32,-1,?,0%
Cc1ccc(C)c(CSc2nnc(-c3ccccn3)n2N)c1,-26%,-31%,1%,11,0,-18%,5%
CC(=O)NCCn1c(SCC(=O)NCCC(C)C)nc2ccccc2c1=O,13%,/,2%,8,-4,29%,-1%
CCCCN(Cc1cc2cc(OC)ccc2[nH]c1=O)C(=O)c1ccco1,-4%,?,-19%,-19,-4,/,10%
CCn1c(=NC(=O)CS(=O)(=O)c2ccc(F)cc2)sc2cccc(OC)c21,-1%,?,6%,/,/,12µM*,/
Cc1cccc(C)c1N1CCN(S(=O)(=O)N2CCOCC2)CC1,-2%,?,-18%,-16,1,/,0%
COc1ccc(Sc2nc(-c3ccccn3)ncc2OC)cc1,10%,3.3µM*,-2%,24,0,3.3µM*,1%
NC(N)=Nc1cc2ccccc2c2ccccc12,/,?,/,18,-2,?,0%
CC(C)Oc1ncnc2c1[nH]c1ccccc12,-6%,?,4%,39*,30*,?,-6%
N#C/C(=N\Nc1ccc(Br)cc1)C(=N)N1CCOCC1,-10%,-2%,1%,107*,69*,336%[activator],3%[11.5 µM]
Cn1c(SCC(=O)Nc2cccc(S(=O)(=O)NC3=NCCCCC3)c2)nnc1-c1ccccc1,9%,?,2%,4,-2,?,5%
Cc1cc(C(=O)NCC(c2cccs2)N2CCOCC2)ccc1[N+](=O)[O-] (centres undefined),97%[activator],-2%,2%,-6,1,-14%,-7%
CCOC1CCCCC1NS(=O)(=O)c1ccc(Cl)cc1 (centres undefined),-6%,9.3µM*,2%,-18,-4,6%,1%
O=C(O)c1ccccc1N(Cc1ccccc1)C(=O)CO/N=C/c1ccccc1,28%,0%,2%,-17,2,8%,2%
O=C(Nc1nnc(C2=COCCO2)o1)c1ccc([N+](=O)[O-])cc1,32%[activator],?,-14%,-10,-1,?,2%
O=C(O)c1ccc(CSc2nnc(SCc3ccccc3)s2)cc1,-4%,51%[activator],4%,-7,-3,?,1%
O=C(CNC(=O)c1ccc(Br)cc1)NCC(=O)OCc1ccc(Cl)cc1,-4%,-3%,0%,-15,10,8%,3%
COc1cccc(-n2c(SCC(=O)NCCC3=CCCCC3)nc3n[nH]c(C)c3c2=N)c1,55%[activator],?,0%,-14,1,9.3µM*,5%
Cc1cccc(NC(=O)Cn2c(=O)oc3cc(S(=O)(=O)N4CCCC4)ccc32)n1,11%,0%,-4%,-2,-4,9%,-3%
O=S(=O)(Nc1ccc(N2CCOCC2)cc1)c1ccc(Cl)s1,-10%,/,-11%,17,-1,18%,2%
COC(=O)c1ccc(N2CCN(C)CC2)c(NC(=O)c2ccc(-c3ccc(Cl)cc3)o2)c1,4%,?,-3%,-2,1,?,-1%
COC(=O)c1ccc2c(=O)n(C3CCCCC3)c(SCC#N)nc2c1,0%,-12%,-1%,71*,14,-8%,-4%
Cc1ccc(S(=O)(=O)CCC(=O)N(C)C2CCCCC2)cc1,-3%,-15%,8%,26,13*,8%,3%
CCCn1c(SC(C)C(=O)NC2CC2)nnc1-c1ccncc1 (centres undefined),8%,-26%,2%,/,/,-10%,/
Cc1ccc(C(=O)OCC(=O)N2CC(=O)Nc3ccccc32)s1,6%,?,0%,9,-3,-15%,-8%
CN(C)S(=O)(=O)c1ccc(C(=O)NCC(=O)N/N=C/c2ccccc2)cc1,10%,0%,6%,3,7,5%,7%
CCn1c(Cn2nnc(-c3ccccc3)n2)nnc1SCC(=O)Nc1cccc(C)c1C,7%,-1%,7%,-7,-1,-29%,0%
Cn1c(SCC#N)nc2ccccc2c1=O,6%,1%,7%,4,4,8%,2%
O=C(O)c1ccc(N/N=C/C2=Cc3ccccc3OC2)cc1,-16%,111%[activator],-2%,73*,41*,218%[activator],-20%
COc1ccc(-c2c(C#N)c(SCC(=O)c3cc4ccccc4oc3=O)nc(C)c2C(=O)Nc2ccccc2)cc1,58%[activator],12µM*,-16%,-3,-1,?,7%
Fc1ccc(CSc2nc3ccccc3[nH]2)cc1,-1%,/,-8%,132*,49*,120%[activator],22µM*
Cc1ccc(Cn2c(C)nc3ccc([N+](=O)[O-])cc3c2=O)cc1,3%,0%,-3%,11,-3,13%,3%
CC1CCCC(NC(=O)NC(=O)COC(=O)c2ccc(O)cc2O)C1C (centres undefined),-5%,?,-1%,/,/,7.4µM*,/
CCOC(=O)[C@H]1[C@H]2COc3ccc(Cl)cc3[C@@H]2N2C(=O)c3ccc(F)cc3NC(=O)[C@@]12C,-9%,?,0%,/,/,12µM*,/
Cc1ccc(C(=O)ON=C2CCN(S(=O)(=O)c3ccccc3)CC2)cc1,-10%,6%,-9%,8,9,38%[activator],-4%
CCCN(CCC)CCCNC(=O)c1ccc2c(c1)N(CC)C(=O)c1ccccc1S2=O (centres undefined),8%,/,2%,-5,-6,?,-6%
CCCCNC(=O)CN(CCc1ccccc1)S(C)(=O)=O,5%,-14%,1%,-15,-3,/,-5%

# Among those listed so far, 3 have a nitro group on carbon:
SMILES,AMA1 RON2 block,Pf growth 96h,Tb PYK inh,Shiga toxin inh,Cycloheximide cs,Pf growth 48h,LmPK inhibitor
Cc1cc(C(=O)NCC(c2cccs2)N2CCOCC2)ccc1[N+](=O)[O-] (centres undefined),97%[activator],-2%,2%,-6,1,-14%,-7%
O=C(Nc1nnc(C2=COCCO2)o1)c1ccc([N+](=O)[O-])cc1,32%[activator],?,-14%,-10,-1,?,2%
Cc1ccc(Cn2c(C)nc3ccc([N+](=O)[O-])cc3c2=O)cc1,3%,0%,-3%,11,-3,13%,3%

# Returning to the listing with the 4 entries that preceded the break.
SMILES,AMA1 RON2 block,Pf growth 96h,Tb PYK inh,Shiga toxin inh,Cycloheximide cs,Pf growth 48h,LmPK inhibitor
CCOC(=O)[C@H]1[C@H]2COc3ccc(Cl)cc3[C@@H]2N2C(=O)c3ccc(F)cc3NC(=O)[C@@]12C,-9%,?,0%,/,/,12µM*,/
Cc1ccc(C(=O)ON=C2CCN(S(=O)(=O)c3ccccc3)CC2)cc1,-10%,6%,-9%,8,9,38%[activator],-4%
CCCN(CCC)CCCNC(=O)c1ccc2c(c1)N(CC)C(=O)c1ccccc1S2=O (centres undefined),8%,/,2%,-5,-6,?,-6%
CCCCNC(=O)CN(CCc1ccccc1)S(C)(=O)=O,5%,-14%,1%,-15,-3,/,-5%
COc1cccc(CNS(=O)(=O)c2ccc3c(c2)N(C(C)=O)CCO3)c1,-12%,?,-2%,5,-2,10%,-2%
Cn1cc(Br)c(C(=O)N2CCCCCC2)n1,1%,-2%,-11%,18,-1,2%,-1%
CCOC(=O)C1(CCOc2ccccc2)CCN(C2Cc3ccccc3C2)CC1,-4%,?,3%,-11,-2,?,-1%
CCC(C)[C@@H](C(=O)Nc1ccc2c(c1)OCO2)N1Cc2ccccc2C1=O (some centres undefined),-1%,?,-5%,16,13,/,4%
COC(=O)C(NC(C)=O)(Nc1sc2c(c1C(N)=O)CCCC2)C(F)(F)F (centres undefined),28%,-28%,2%,-6,-7,/,-6%
O=C(CN1CCN(Cc2ccccc2)CC1)Nc1ccc(Br)cc1,1%,18%,0%,2,-3,6%,1%
O=C(Cc1ccc(Cl)cc1)Nc1ccc(S(=O)(=O)Nc2cnc3ccccc3n2)cc1,2%,19%,-4%,1,-5,0%,1%
Cc1ccc(NC(=O)C2COc3ccccc3O2)nc1 (centres undefined),1%,?,1%,56,40*,/,-6%
CC(OCc1ccccc1)C(NC(=O)OC(C)(C)C)C(=O)NCC1CCCO1 (centres undefined),32%,/,-2%,18,5,-9%,4%
COC(=O)N/N=C/c1cn(CCOc2ccccc2OC)c2ccccc12,-14%,?,-2%,-4,14,/,3%
CN(C)CCCNC(=O)C(=O)Nc1cc2c3c(c1)CC(=O)N3CCC2,8%,33%[activator],6%,-14,-3,17%,-3%
COc1ccc(CC(=O)NNC(=S)Nc2ccc(Br)cc2)cc1,13%,-12%,/,-6,-5,/,8%
Cc1ccc(S(=O)(=O)N(C)c2ccc(C(=O)N3CCOCC3)cc2)cc1,4%,0%,-4%,-4,-4,18%,4%
CSc1nnc(-c2ccc(NC(N)=S)cc2)o1,-8%,11%,-17%,22,14*,8%,-7%
